Epigenetic reg = derepresses silenced GFP reporter in murine cells; hit rate 0.2% among 280,000; Potency, µM (doses to about 53.9 µM), for the others: at the top dose GFP activation, most hits filed as activators; murine LDR cells, GFP reporter derepression, 30 h; AID 1865; active means well fitted activation curve with a large enough effect; inconclusive means small, poorly fitted or top-dose-only effect; further: % of control where 0% means no effect; nearly all actives have a fitted effect of over 60% in size
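Readout is the number of GFP-expressing murine LDR cells, counted by cytometry following washing. Cells were treated with compound for 30 h at 37 C; the stably integrated CMV-GFP locus is normally silent.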
Starred values were filed as active, the others as inactive; ? = inconclusive. Potency means the concentration at half of the fitted maximal effect. A portion of the library; count on the stated rates, not on these rows.

cpd | SMILES | Epigenetic reg
1 | Clc1ccc2nc(-c3ccc(N4CCOCC4)cc3)c(Nc3ccccc3)n2c1 | -1.1%
2 | COC(=O)c1ccccc1NC(=O)Cn1nnc2sc(-c3ccccc3)cc2c1=O | -2.4%
3 | Cn1c(=O)n(C)c2cc(NS(=O)(=O)c3ccc(F)cc3)c(NCc3ccccc3)cc21 | 1.7%
4 | Cn1c(=O)oc2cc(S(=O)(=O)N3CCCC(C(=O)NCc4ccccc4Cl)C3)ccc21 (stereo unspecified) | 4.7%
5 | COc1ccc(Cc2nc3ccccc3[nH]c2=O)cc1 | 0.1%
6 | CCN(CC)c1cc(C)c2cc(NC(=O)c3cccc(F)c3)ccc2n1 | -1.8%
7 | CCCC12CN3CC(C)(CN(C1)C3c1ccccc1Cl)C2=O (stereo unspecified) | -0.1%
8 | COc1ccc2c(c1)-c1nc(NC(=O)c3ccc(OC)c(Br)c3)sc1CC2 | -3.4%
9 | COC(=O)c1cc(S(=O)(=O)N2CCN(c3cccc(C)c3)C(C)C2)c[nH]1 (stereo unspecified) | -6.2%
10 | Oc1cccc(-c2nc3ncccn3c2Nc2cccc(C(F)(F)F)c2)c1 | 0.3%
11 | Cc1sc2c(c1C)c(=O)n(Cc1ccccc1)c(=O)n2CC(=O)N(C)c1ccccc1 | -1.8%
12 | Cc1ccc(Cn2c(SCc3ccc(C(=O)O)cc3)nc3cccnc32)cc1 | 1.1%
13 | Cc1ccc(C)c(N2CCN(C(=O)CCn3c(=O)c4cccn4c4cccnc43)CC2)c1 | 2.0%
14 | CCOc1cccc(C(=O)Nc2cc(C)c(O)c(-c3nc4ncccc4o3)c2)c1 | 3.2%
15 | CCC(C(=O)Nc1cccc(-c2nc3cccnc3s2)c1C)c1ccccc1 (stereo unspecified) | 1.0%
16 | Cc1cc(C)c(S(=O)(=O)N2CCN(Cc3ccc4c(c3)OCO4)CC2)cc1C | 2.8%

Arranged by molar mass (smallest number first): some entries from above.
cpd | SMILES | Epigenetic reg
10 | Oc1cccc(-c2nc3ncccn3c2Nc2cccc(C(F)(F)F)c2)c1 | 0.3%
14 | CCOc1cccc(C(=O)Nc2cc(C)c(O)c(-c3nc4ncccc4o3)c2)c1 | 3.2%
13 | Cc1ccc(C)c(N2CCN(C(=O)CCn3c(=O)c4cccn4c4cccnc43)CC2)c1 | 2.0%
11 | Cc1sc2c(c1C)c(=O)n(Cc1ccccc1)c(=O)n2CC(=O)N(C)c1ccccc1 | -1.8%

Further results.
cpd | SMILES | Epigenetic reg
17 | CCc1cccc(CC)c1NC(=O)Cn1nnc2sc3c(c2c1=O)CCCC3 | 11.5%
18 | Cc1ccc(N2CCN(c3nc4ccccc4n4nnnc34)CC2)c(C)c1 | -4.1%
19 | COC(=O)c1ccc(NC(=O)CC2C(=O)N(c3cccc(C)c3)C(=O)N2C2CCCC2)cc1 (stereo unspecified) | -2.5%
20 | O=c1[nH]c(SCc2ccc(F)cc2)nc2c1CCCC2 | 12.1%
21 | Cc1cc(C)c(Cn2c3ccccc3c3cnn(CC(=O)NCC(C)c4ccccc4)c(=O)c32)c(C)c1 (stereo unspecified) | 8.5%
22 | Cc1ccc(CN(Cc2cccn2-c2nnc(N3CCCC3=O)s2)C(=O)Nc2ccc(F)cc2)cc1 | 0.0%
23 | CCOc1ccc(-n2nc(CO)c(C(=O)NCC(C)O)n2)cc1 (stereo unspecified) | -0.9%
24 | Cc1nn(CCCC(=O)NCc2ccccc2)c(=O)c2nn(-c3ccccc3)c(C)c12 | -1.0%
25 | Cc1cccc(Oc2nc3c(c(=O)n(C)c(=O)n3C)n2Cc2ccccc2)c1C | 2.1%
26 | COc1ccccc1CNC(=O)c1cc2c(s1)-c1ccc(Cl)cc1SC2 | -1.6%
27 | Cc1ccc(CN2C(=O)C(O)(c3c(C)[nH]c4ccccc34)c3ccccc32)cc1 (stereo unspecified) | 12.9%
28 | Cc1ccc(NC(=O)Cn2c(=O)c3ccc(Cl)cc3n3nncc23)cc1 | -0.7%
29 | CCOc1ccccc1-n1nnc(-c2nc(-c3ccccc3)no2)c1N | -0.8%
30 | Cc1ccc(CNC(=O)CCC(=O)N2CC(C)Sc3ccccc32)cc1 (stereo unspecified) | 2.7%
31 | CCOC(=O)CC(NC(=O)CCc1c(C)nc2c(c(C)nn2-c2ccc(C)c(C)c2)c1C)c1ccc(C)cc1 (stereo unspecified) | 1.1%
32 | CCOc1ccccc1CNC(=O)c1cc(-c2ccc(Cl)s2)nc2ccccc12 | -0.9%
33 | O=C(NCCc1ccc(Cl)cc1)c1ccc2c(c1)N(Cc1ccc(F)cc1Cl)C(=O)CS2 | -0.2%
34 | CCOC(=O)C1=C(CS(=O)(=O)c2ccc(F)c(C)c2)NC(=O)NC1c1ccc(F)c(F)c1 (stereo unspecified) | -0.2%
35 | Cc1ccccc1Cn1c(=O)n(Cc2ccc3c(c2)OCO3)c(=O)c2oc3ccccc3c21 | -2.8%
36 | Cc1ccc(NC(=O)c2oc3ccccc3c2NC(=O)C23CC4CC(CC(C4)C2)C3)cc1 | -2.0%
37 | COc1cc(C(=O)Nc2ccccc2-c2nc(-c3ccccc3)no2)cc(OC)c1OC | 0.631µM*
38 | COc1ccc(-n2nc(C(=O)Nc3cc(C)ccn3)c3c4ccccc4n(C)c3c2=O)cc1Cl | 4.9%
39 | O=C(NCc1ccccc1Cl)c1cc2c(s1)-c1ccc(Cl)cc1SC2 | -1.2%
40 | CCc1ccc(NC(=O)CSc2nc3c(c(=O)[nH]2)CN(Cc2ccc(C)cc2)CC3)cc1 | -5.5%
41 | Cc1ccc(-c2nn3c(-c4ccccc4C)nnc3c3ccccc23)cc1 | -1.0%
42 | Cc1ccccc1CNC(=O)C1CCN(S(=O)(=O)Cc2ccccc2)CC1 | -0.8%
43 | CCOc1ccccc1CNC(=O)C(CC)n1nc(C)c2c(C)n(-c3ccccc3)nc2c1=O (stereo unspecified) | 0.8%
44 | CCc1ccc(CN(C(=O)c2cc(=O)c3ccc(C)cc3o2)C2CCS(=O)(=O)C2)cc1 (stereo unspecified) | -1.9%
45 | COC(=O)CC1Oc2ccc(F)cc2-n2cc(-c3ccc(C)cc3)nc21 (stereo unspecified) | 0.0%
46 | Cc1ccccc1Nc1c(-c2ccc(Cl)cc2)nc2c(C)cccn12 | -0.1%
47 | O=C1c2oc3ccc(F)cc3c(=O)c2C(c2cccc([N+](=O)[O-])c2)N1CCCN1CCOCC1 (stereo unspecified) | -2.7%
48 | Cc1ccc2c(=O)cc(C(=O)Nc3sc4c(c3C(=O)NCC3CCCO3)CCCC4)oc2c1 (stereo unspecified) | 0.0%
49 | CCc1ccccc1NC(=O)CN1C(=O)c2ccccc2Sc2ncccc21 | -1.4%
50 | COc1cccc(NC(=O)C(CCSC)NC(=O)C2CCC(C)CC2)c1 (stereo unspecified) | -2.5%
51 | CCOc1cc(C#N)c(-n2nnc3c(sc4nc(C)cc(C)c43)c2=O)cc1OCC | -1.1%
52 | Cc1ccccc1-c1nc(CS(=O)(=O)CC(=O)NC(C)c2ccccc2)c(C)o1 (stereo unspecified) | -1.1%
53 | Cc1ccc(/C=C(\C#N)C(=O)Nc2cc(C)ccc2C)cc1 | -0.2%
54 | Cc1c(F)cccc1NC(=O)C1CCCN1S(=O)(=O)c1ccc(F)cc1 (stereo unspecified) | 1.0%
55 | CCN(CC)S(=O)(=O)c1ccc2c(c1)N(CC(=O)NCC(C)c1ccccc1)C(=O)CO2 (stereo unspecified) | -2.3%
56 | CN(C(=O)CSc1nncn2c1cc1occc12)c1ccccc1 | -2.9%
57 | COc1ccc(-c2[nH]c3ccccc3c2SCCNC(=O)c2cc(OC)c(OC)c(OC)c2)cc1 | -2.8%
58 | CC(=O)N1CCc2cc(S(=O)(=O)NC(Cc3ccccc3)C(=O)Nc3ccc(Cl)cc3)ccc21 (stereo unspecified) | ?
59 | COc1ccccc1CNC(=O)CN1C(=O)COc2ccc(S(=O)(=O)N3CCCCC3)cc21 | -5.3%
60 | COc1ccccc1NC(=O)CC1Sc2ccc(C(F)(F)F)cc2NC1=O (stereo unspecified) | 2.4%
61 | COc1cccc(C(=O)N2CC(=O)Nc3ccc(C)cc3C2c2ccc(F)cc2)c1OC (stereo unspecified) | 0.2%
62 | CC(C)(C)c1ccc(-c2nc(S(=O)(=O)c3ccccc3)c(N3CCOCC3)o2)cc1 | -1.0%
63 | Cc1ccc2nc(NC(=O)c3nc(SCc4ccccc4F)ncc3Cl)sc2c1 | -1.1%
64 | COc1ccc(CNC(=O)c2cc(-c3cccs3)nc3ccccc23)c(OC)c1 | -0.2%
65 | O=c1cc(-c2ccccc2)c2ccc3c(c2o1)CN(Cc1cccc(Cl)c1)CO3 | -1.9%
66 | O=c1c2cc3c(cc2n(Cc2cccc(F)c2)c(=O)n1Cc1nc(-c2ccccc2)no1)OCO3 | 1.4%
67 | CCc1ccc(S(=O)(=O)c2nnn3c2nc(NCCc2ccccc2)c2sccc23)cc1 | -1.6%
68 | CCCCNC(=O)CCCn1c(=O)c2ccccc2n(Cc2ccccc2C)c1=O | -0.9%
69 | CC(=O)N1CCc2c(sc3c2c(=O)n(-c2cc(Cl)ccc2C)c(=O)n3Cc2ccccc2F)C1 | 4.1%
70 | COc1ccc(S(=O)(=O)c2cn(Cc3ccccc3)c3ccc(OC)cc3c2=O)cc1 | -0.5%
71 | CCn1cc2nc(SCc3cccc(C(F)(F)F)c3)n(CCc3ccccc3)c(=O)c2n1 | -3.8%
72 | COC(=O)c1c(SC)nc2ccccc2c1OCc1ccccc1C | -0.6%

The closing seven compounds of the part above lead into the next.
cpd | SMILES | Epigenetic reg
66 | O=c1c2cc3c(cc2n(Cc2cccc(F)c2)c(=O)n1Cc1nc(-c2ccccc2)no1)OCO3 | 1.4%
67 | CCc1ccc(S(=O)(=O)c2nnn3c2nc(NCCc2ccccc2)c2sccc23)cc1 | -1.6%
68 | CCCCNC(=O)CCCn1c(=O)c2ccccc2n(Cc2ccccc2C)c1=O | -0.9%
69 | CC(=O)N1CCc2c(sc3c2c(=O)n(-c2cc(Cl)ccc2C)c(=O)n3Cc2ccccc2F)C1 | 4.1%
70 | COc1ccc(S(=O)(=O)c2cn(Cc3ccccc3)c3ccc(OC)cc3c2=O)cc1 | -0.5%
71 | CCn1cc2nc(SCc3cccc(C(F)(F)F)c3)n(CCc3ccccc3)c(=O)c2n1 | -3.8%
72 | COC(=O)c1c(SC)nc2ccccc2c1OCc1ccccc1C | -0.6%
73 | Cn1ccnc1SCC(=O)Nc1cccc(Br)c1 | -0.2%
74 | O=C(NCc1ccc(Cl)cc1)C1CCN(S(=O)(=O)Cc2ccccc2)CC1 | -0.3%
75 | COc1ccc(CNC(=O)CCS(=O)(=O)c2cc(Br)cc3c2N(C(C)=O)C(C)C3)cc1 (stereo unspecified) | -2.1%
76 | Cc1ccc(Nc2nc3ccccc3c3nnc(C)n23)cc1Cl | -5.7%
77 | COc1ccc(-c2nc3ccccc3n2Cc2ccc(Cl)cc2)cc1 | 0.9%
78 | CCOc1ccc(NC(=O)c2sc3nc4c(cc3c2N)CCCCCC4)cc1 | 1.0%
79 | COc1cc2c(cc1OC)C(COc1ccc3c(C)cc(=O)oc3c1)N(C(=O)c1ccccc1C)CC2 (stereo unspecified) | 9.1%
80 | CC(=O)Nc1ccc(NC(=O)c2oc3ccc4c(c3c2C)C(=O)CC(C)(C)O4)cc1 | ?
81 | O=C(CSc1nnc(-c2ccc(Cl)cc2)o1)c1ccc([N+](=O)[O-])cc1 | -0.2%
82 | Cc1oc2ccc(NS(=O)(=O)c3ccc(F)cc3)cc2c1C(=O)O | -0.3%
83 | CS(=O)(=O)N1CCc2cc(C(=O)Nc3ccc(C(F)(F)F)cc3)ccc21 | 10.6%
84 | Cc1ccc(NC(=O)C(Cc2ccccc2)NS(=O)(=O)c2ccc3c(c2)CCC(=O)N3)cc1 (stereo unspecified) | 0.0%
85 | Cc1cccc(C)c1NC(=O)Cn1cc(C(=O)C2CC2)c2ccccc21 | -2.1%
86 | CC(C)c1ccc(OCc2cc(=O)n3c4c(sc3n2)CCCC4)cc1 | -2.2%
87 | COc1ccc(-n2nc(C(=O)Nc3cccc(Cl)c3)c3c4ccccc4n(C)c3c2=O)cc1Cl | -0.7%
88 | CC(=O)Nc1ccccc1-c1nc2ccccc2n(Cc2cccc(Br)c2)c1=O | 0.0%
89 | COc1ccc(CNC(=O)c2cnn(-c3ccccc3)c2-n2cccc2)cc1OC | 1.4%
90 | CCOc1ccc2nc(N3CCCC(C(=O)NCCc4ccc(C)cc4)C3)sc2c1 (stereo unspecified) | 2.2%
91 | Cc1ccccc1S(=O)Cc1ccc(C(=O)N2CCN(c3cccc(C)c3C)CC2)o1 (stereo unspecified) | 1.3%
92 | COc1ccc(-c2ccnc3c(-c4ccc(F)cc4)c(C)nn23)cc1OC | ?
93 | Cc1cccc(OCCn2c(-c3ccc(Cl)cc3)nc3ccccc3c2=O)c1 | -1.0%
94 | CCSc1nn(CC(=O)Nc2cccc(CC)c2)c(N)c1S(=O)(=O)c1ccccc1 | 0.4%
95 | COc1cc(NC(=O)CSc2ncc3c(n2)-c2ccc(Cl)cc2N(Cc2ccccc2)S3(=O)=O)cc(OC)c1 | -0.3%
96 | CCn1c(C(=O)NCc2cc(Br)ccc2OC)cc2oc3ccccc3c21 | 2.4%
97 | CCn1c(=O)n(-c2cccc(Cl)c2)c(=O)c2sc3ccccc3c21 | 0.3%
98 | CCN(CC)c1ccc(NC(=O)CSc2nc(-c3cccs3)cc(C(F)(F)F)n2)cc1 | 1.0%
99 | Cc1ccc(NC(=O)CCc2c(C)nc3cc(-c4ccccc4)nn3c2C)cc1F | -1.1%
100 | Cc1coc2cc3oc(=O)c(CCC(=O)NCc4ccc(Cl)cc4)c(C)c3cc12 | 0.0%
101 | CCc1ccc(CNC(=O)c2ccc(CSc3nc4ccncc4n3Cc3ccccc3)cc2)cc1 | 0.8%
102 | Fc1ccc(C(Nc2ccccc2Cl)c2nnc(-c3ccccc3Cl)o2)cc1 (stereo unspecified) | -1.2%
103 | COc1ccc(C2(CNC(=O)C(=O)Nc3ccccc3C)CCCC2)cc1OC | -4.6%
104 | O=C(Nc1cccc(C(F)(F)F)c1)c1cc2nc(-c3ccc4c(c3)OCO4)cc(C(F)(F)F)n2n1 | 0.8%

Screens as filed in PubChem BioAssay.
